MC4R ag barr: human MC4R agonism via beta-arrestin | P32245 | U2OS MC4R beta-arrestin complementation, luminescence; percent of melanotan II response, DMSO zero | activation, % at 8.9 µM | 0.98% of 360,000 active;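 active means activation above a per-plate cutoff, the mean activation of sample wells on that plate plus 3 SD, cut at about 8% in these data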
Target sequence (P32245 whole entry, looked up): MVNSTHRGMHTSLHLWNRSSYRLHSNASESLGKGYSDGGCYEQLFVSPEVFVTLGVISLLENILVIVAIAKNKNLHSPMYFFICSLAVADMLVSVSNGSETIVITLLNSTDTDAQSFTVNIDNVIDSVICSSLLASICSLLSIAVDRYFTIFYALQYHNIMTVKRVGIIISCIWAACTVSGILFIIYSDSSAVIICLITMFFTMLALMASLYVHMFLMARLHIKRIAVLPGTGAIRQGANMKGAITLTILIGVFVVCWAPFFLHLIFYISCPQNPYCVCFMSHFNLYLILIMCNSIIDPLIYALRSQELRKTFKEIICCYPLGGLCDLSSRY
SRC2 inh: inhibits human steroid receptor coactivator 2; AID 651957; 0.17% of 370,000 active; HEK293 GAL4-SRC2 luciferase reporter, luminescence; inhibition, % at 9 µM;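 active means inhibition above the mean inhibition of all tested compounds plus 3 SD, set per campaign, cut at about 52% in these data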;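 further: 0% = DMSO treated cells and 100% = cells given Gossypol at 36 µM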
H9c2 protect: protects H9c2 cardiomyocytes from peroxide injury | 0.63% of 360,000 active | H2O2 injury protection, ATPLite, 2 h | protection from H2O2 cell death, % at 20 µM;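 active means compounds giving at least 50% protection of heart cells from peroxide-induced death in the single-dose screen, raw or plate-pattern-corrected value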;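 further: 0% = DMSO wells with peroxide and 100% = DMSO wells without peroxide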
NOD2 RIPK2 PPI: inhibitors of human NOD2-RIPK2 interaction. 0.38% of 360,000 active. CHO BLA complementation NOD2-RIPK2, CCF4 ratio. AID 624267. inhibition, % at 4.98 µM; in the data active means inhibition above about 21%;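 further: 0% = vehicle only and 100% = reference blocker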
ABHD5-PLIN5 inh: blocks binding of human ABHD5 to perilipin-5; Q00G26+Q8WTS1; Split G. princeps luciferase complementation, luminescence, 4 h; inhibition, % at 4 µM; 0.78% of 360,000 active; AID 602281;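 active means inhibition above the mean inhibition across every tested compound plus 3 SD, cut at about 22% in these data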;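 further: 0% = DMSO only wells and the 100% control is not disclosed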
TLR9-MyD88 block: inhibitors of human TLR9-MyD88 binding; CHO BLA complementation TLR9-MyD88, CCF4 FRET ratio; inhibition, % at 4.98 µM; 0.21% of 340,000 active; AID 504734;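 active means inhibition above the mean over all tested compounds plus 3 SD, cut at about 21% in these data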;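 further: 0% = DMSO only wells and 100% = clavulanate BLA inhibitor control wells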
Glyco luc inh: N-linked glycosylation inhibition; reporter increase, % at 12.5 µM; D54 ERlucT glycosylation luciferase reporter, 24 h; percent of 100 nM tunicamycin response; 0.23% of 360,000 active; AID 588692;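 active means mean luciferase reporter signal, scaled so untreated is 0 and the glycosylation-blocking control 100, at or above a set limit in every replicate; inconclusive means mean reaches the limit but not every replicate does; inactive means mean below the limit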;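 further: luciferase carries N-glycosylation sites so blocking glycosylation raises the light; 0% = median of neutral control wells and 100% = median of 100 nM tunicamycin wells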
MC4R antag cAMP: human MC4R antagonism in cAMP assay. MC4R-expressing cells, MTII-stimulated cAMP, LANCE TR-FRET. AID 540295. inhibition, % at 6.5 µM. 0.48% of 360,000 active;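 active means inhibition above its plate's cutoff, the mean of tested wells on that plate plus 3 SD, cut at about 29% in these data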;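 further: 0% = Melanotan II alone and 100% = Melanotan II plus saturating MCL0020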
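material = U2OS cells stably expressing human melanocortin 4 receptor (MC4R) | also added = Melanotan II challenge | dosing = single nominal compound dose of 6.5 µM | detection = TR-FRET with Eu-cAMP and labeled anti-cAMP, 671 nm | replication = singlicate | timing = compound 30 min, challenge 1 h, detection 1 h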
ABCB6 inh 2: inhibitors of human ABC transporter ABCB6; 0.19% of 360,000 active; Q9NP58; fluorescence ratio to DMSO, % at 10 µM; K562-ABCB6 porphyrin accumulation, flow cytometry, 1 h; active compounds read low;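 active means fluorescence ratio to DMSO below 75%, the collection mean minus 3 SD; inconclusive means too few cells collected in the well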;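 further: signal is porphyrin accumulated inside mitochondria; 100% equals median channel fluorescence of DMSO control wells; lower ratio means ABCB6 inhibition with less porphyrin fluorescence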
HTR2A ag: agonists of mouse serotonin 5-HT2A receptor (HTR2A) | activation, % at 7.6 µM | 0.66% of 360,000 active | P35363 | CHO-K1 mHTR2A beta-arrestin complementation, luminescence; percent of 30 µM serotonin response | AID 624169;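 active means activation above a run cutoff, the mean activation of all tested compounds plus 3 SD, cut at about 14% in these data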;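 further: 0% = plate median of compound wells and 100% = 30 µM serotonin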
Target sequence (P35363 whole entry, looked up): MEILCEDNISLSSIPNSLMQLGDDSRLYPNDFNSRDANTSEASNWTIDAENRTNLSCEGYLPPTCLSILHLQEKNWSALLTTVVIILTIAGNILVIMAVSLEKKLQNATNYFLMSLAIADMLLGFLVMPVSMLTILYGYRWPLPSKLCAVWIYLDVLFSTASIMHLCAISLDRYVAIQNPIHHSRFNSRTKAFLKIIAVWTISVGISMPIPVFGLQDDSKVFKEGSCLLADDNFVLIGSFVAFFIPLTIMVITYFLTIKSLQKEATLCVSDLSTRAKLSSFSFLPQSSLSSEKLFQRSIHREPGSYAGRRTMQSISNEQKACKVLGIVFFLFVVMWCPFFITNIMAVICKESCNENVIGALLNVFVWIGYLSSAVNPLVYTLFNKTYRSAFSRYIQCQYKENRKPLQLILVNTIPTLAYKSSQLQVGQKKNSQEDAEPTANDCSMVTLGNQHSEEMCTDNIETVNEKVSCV
Numbers without * were called inactive; ? = inconclusive; nt = no result given. A portion of the library; rates above refer to the full screens.

SMILES | MC4R ag barr | SRC2 inh | H9c2 protect | NOD2 RIPK2 PPI | ABHD5-PLIN5 inh | TLR9-MyD88 block | Glyco luc inh | MC4R antag cAMP | ABCB6 inh 2 | HTR2A ag
Cc1ccc(S(=O)(=O)N/N=C/c2cccc3c2OCCO3)cc1 | -1.2 | 10 | 1 | -6 | 8 | 1 | -2 | 7 | 100 | 2
CCOc1ccc(C(=O)N2CCN(c3ccccn3)CC2)cc1 | -1.2 | 0 | -1 | 0 | -1 | -8 | -1 | 2 | 90 | 1
c1cc2c(cc1-c1[nH]ncc1CN1CC3C[C@@H]4CC1C[C@H](C3)C4)OCO2 | -0.1 | -7 | -5 | -9 | 5 | 3 | 2 | 1 | 207 | -2
CC(=O)Nc1cccc(-c2ccnc3c2CC(C)(C(=O)Nc2cccc(NS(C)(=O)=O)c2)O3)c1 (stereo not given) | -0.8 | -29 | 6 | -9 | 8 | nt | 2 | 8 | 78 | -6
Cc1ccc(Cn2c(CCNc3nc(-c4ccc(C)cc4)cs3)nc3cc(C(=O)NCCCO)ccc32)cc1 | 4.1 | -2 | -5 | 13 | 7 | -7 | 0 | 7 | 91 | 4
Cc1nc2nc(C)c(CCC(=O)NC(C)c3ccc4c(c3)OCCO4)c(C)n2n1 (stereo not given) | -1.8 | -4 | -7 | 0 | 5 | 12 | 0 | 3 | 100 | -1
Cc1ccc(S(=O)(=O)N(C)Cc2ccc(C(=O)N/N=C/c3ccc(OC(F)F)cc3OC(F)F)cc2)cc1 | -2.0 | 12 | -3 | -9 | -5 | 9 | -3 | 2 | 100 | -3
Nc1ccc(NC(=O)c2cccc(C(=O)Nc3ccc(N)cc3Cl)c2)c(Cl)c1 | -0.3 | 12 | 4 | -1 | 1 | 9 | 10 | -8 | 96 | 3
CCN(CC)S(=O)(=O)c1cc(NC(=O)CN2CCN(c3ccccn3)CC2)ccc1C | -2.5 | 0 | -1 | -6 | -1 | -19 | 0 | 3 | 116 | 32*
CCC(c1nnnn1CCOC)N(Cc1ccc(C)cc1)Cc1cc2cc(OC)ccc2[nH]c1=O (stereo not given) | 0.6 | -27 | -9 | 6 | -3 | 0 | 1 | 12 | 99 | 3
O=C(Cc1ccc(-n2c(=O)[nH]c3ccccc3c2=O)cc1)N1CCN(c2cccc(Cl)c2)CC1 | 0.6 | 20 | 3 | -3 | 4 | -7 | 0 | 2 | 95 | 7
C[C@H]1CN([C@@H](C)CO)C(=O)Cc2cc(NS(=O)(=O)c3cn(C)cn3)ccc2O[C@@H]1CN(C)C(=O)Nc1ccc(F)cc1 | -0.7 | -12 | 4 | 8 | -8 | -7 | -1 | -4 | 98 | -2
COc1ccc(Cn2c(=O)[nH]c3cc(C(=O)N4CCN(c5ccccn5)CC4)ccc3c2=O)cc1 | -1.9 | -14 | -3 | -12 | 0 | -8 | 2 | 2 | 99 | 1
Cc1ccccc1NC(=O)Cn1c(C)nc2ccc(NC(=O)C3CC3)cc2c1=O | -1.6 | 1 | 8 | -6 | -5 | 5 | -1 | 0 | 96 | 1
CC(Nc1ccc(Cl)cc1)C(=O)NN (stereo not given) | -0.3 | -11 | 6 | -7 | -4 | -12 | 0 | 6 | 100 | 1
CCc1nc2c(OCc3ccc(C(F)(F)F)cc3)cccn2c1N(C)C(=O)c1ccncc1 | -0.3 | 7 | -2 | -4 | 5 | nt | 0 | -2 | 96 | -5
COC(=O)C1=C(C(=O)OC)[C@]2([C@H]3CC=CCN[C@@H](Cc4ccccc4)C(=O)N3Cc3ccccc3)C=C[C@H]1O2 | 0.4 | 19 | -6 | -6 | 8 | -10 | -10 | 6 | 99 | 1
O=C(NCCc1ccccc1Cl)C1CCC(=O)N(CCCc2ccccc2)C1 (stereo not given) | -2.1 | 16 | 2 | -9 | 10 | -4 | 3 | 12 | 99 | 5
O=C(NCCCN1CCCC1=O)c1ccc([N+](=O)[O-])s1 | -2.7 | 3 | 0 | 0 | 0 | 2 | 4 | -11 | 98 | 10
Cc1cccc(N2CCN(C(=O)Cn3cccc3C(=O)c3ccccc3)CC2)c1C | -0.1 | 14 | 3 | 0 | 6 | -12 | -2 | 10 | 98 | 3
O=C(COc1cccc2cccnc12)Nc1nccs1 | -1.4 | -74 | -4 | -6 | 0 | 6 | -6 | -7 | 100 | -4
COc1cccc(-c2n[nH]c3c2CCC3)c1 | -3.5 | -19 | -2 | -2 | 2 | -3 | 1 | 0 | 101 | -1
Cc1cc(C)nc(Nc2nc3ccccc3s2)n1 | -0.4 | -54 | 5 | -15 | 2 | 6 | -1 | 4 | 89 | 4
CC(O)C(=O)N/N=C/c1cccc(Cl)c1Cl (stereo not given) | -0.8 | 0 | 0 | -2 | -1 | 5 | 3 | 4 | 92 | -1
Cc1ccc(C2/C(=C(/O)c3ccccc3)C(=O)C(=O)N2CCN2CCOCC2)o1 (stereo not given) | -5.2 | 10 | 7 | 9 | -1 | -4 | 2 | 12 | 102 | 0
COc1cc(-n2nnnc2SC)c(OC)cc1Cl | -3.5 | 4 | 2 | -6 | -2 | 4 | 1 | -8 | 100 | -8
CCOC(=O)c1c(C)[nH]c(C)c1S(=O)(=O)N1CCCCC1 | -1.3 | 1 | -1 | -2 | -5 | 2 | 1 | -4 | 98 | 1
CCOc1ccc(CN2CCN(CCCc3ccccc3)CC2CCO)cc1 (stereo not given) | -0.5 | -12 | -6 | 5 | 3 | 4 | -1 | -4 | 101 | -4
COc1ccc2nc(NC(=O)CSc3nc4ccccc4o3)sc2c1 | 2.1 | -16 | -16 | 0 | -5 | -12 | -4 | 14 | 102 | 6
Cc1cc(C)cc(Nc2ccc(C(=O)O)cc2[N+](=O)[O-])c1 | -1.4 | -8 | 2 | 6 | 9 | -69 | -1 | 4 | 101 | 3
CCOC(=O)c1ccc2nc(C)c(C)nc2c1 | -0.5 | -60 | -4 | 7 | -1 | -1 | 2 | -2 | 95 | -2
CN(Cc1nc2ccccc2c(=O)[nH]1)C(=O)c1cc(C2CC2)nn1-c1ccccc1 | -0.5 | -29 | 5 | 0 | -7 | -4 | -3 | -7 | 94 | -8
Cc1nn(-c2ccccc2)c(C)c1C(=O)N1CCN(S(=O)(=O)c2ccccc2)CC1 | -0.3 | 19 | -6 | -5 | 4 | 0 | 1 | 8 | 94 | -10
COc1ccc(N2CCN(C(=O)CCNS(=O)(=O)c3ccc(Br)s3)CC2)cc1 | -1.3 | 0 | -15 | -9 | 2 | -1 | 0 | 1 | 98 | 0
Cc1[nH]nc2c1C(=O)CC(C)(C)C2 | 1.0 | -6 | 8 | -5 | 4 | -3 | 1 | -4 | 92 | 3
O=S(=O)(c1cc(F)ccc1F)N1CCC2(CC1)OCCO2 | -2.1 | -11 | -5 | -16 | 2 | 6 | 1 | 6 | 94 | 2
CCCCn1nnnc1SCC(=O)Nc1cccc(C)c1 | 1.5 | 2 | 2 | -6 | -2 | -4 | 1 | 20 | 96 | -6
COC(CNC(=O)c1ccc2nc3ccccc3c(=O)n2c1)OC | 0.8 | 0 | 11 | 2 | 2 | 1 | 0 | -2 | 98 | 8
CC(NC(=O)COc1ccc(Br)cc1)C1CCCO1 (stereo not given) | 0.1 | 14 | 0 | -7 | 7 | -11 | 1 | 0 | 101 | 4
CC1CN(C2CCCCC2)C(=O)NC1=O (stereo not given) | -1.8 | 3 | 4 | 1 | 5 | 0 | 2 | 3 | 101 | -1
O=S(=O)(NC1=NCCCCC1)c1ccc(Cl)cc1Cl | -2.1 | 1 | -3 | 4 | 3 | 0 | 1 | -1 | 97 | 14*
COc1cc(C2C=C(Nc3ccccc3)C(=O)N2c2ccccc2)ccc1O (stereo not given) | -0.3 | -26 | 19 | -5 | -1 | 0 | 0 | 3 | 94 | 1
O=C(NNc1ccc(Cl)cc1)C1CCC1 | -2.0 | -9 | 2 | -4 | -3 | -18 | 3 | 0 | 102 | 2
COc1ccc(Cl)cc1N1C(=NC(=O)C2CCCO2)SC2CS(=O)(=O)CC21 (stereo not given) | -0.1 | 1 | 0 | 0 | 1 | 0 | 0 | 11 | 105 | 1
CCOc1ccc2c(c1)OC(c1ccc(OC)cc1)(C(F)(F)F)NC2=O (stereo not given) | -1.8 | -7 | -2 | 20 | -3 | 2 | ? | -21 | 94 | -5

Exported with values under each structure: part of the list above
Results follow in this order: MC4R ag barr, SRC2 inh, H9c2 protect, NOD2 RIPK2 PPI, ABHD5-PLIN5 inh, TLR9-MyD88 block, Glyco luc inh, MC4R antag cAMP, ABCB6 inh 2, HTR2A ag
- COc1ccc(N2CCN(C(=O)CCNS(=O)(=O)c3ccc(Br)s3)CC2)cc1
→ -1.3, 0, -15, -9, 2, -1, 0, 1, 98, 0
- Cc1[nH]nc2c1C(=O)CC(C)(C)C2
→ 1.0, -6, 8, -5, 4, -3, 1, -4, 92, 3
- O=S(=O)(c1cc(F)ccc1F)N1CCC2(CC1)OCCO2
→ -2.1, -11, -5, -16, 2, 6, 1, 6, 94, 2
- CCCCn1nnnc1SCC(=O)Nc1cccc(C)c1
→ 1.5, 2, 2, -6, -2, -4, 1, 20, 96, -6
- COC(CNC(=O)c1ccc2nc3ccccc3c(=O)n2c1)OC
→ 0.8, 0, 11, 2, 2, 1, 0, -2, 98, 8
- CC(NC(=O)COc1ccc(Br)cc1)C1CCCO1 (stereo not given)
→ 0.1, 14, 0, -7, 7, -11, 1, 0, 101, 4
- CC1CN(C2CCCCC2)C(=O)NC1=O (stereo not given)
→ -1.8, 3, 4, 1, 5, 0, 2, 3, 101, -1
- O=S(=O)(NC1=NCCCCC1)c1ccc(Cl)cc1Cl
→ -2.1, 1, -3, 4, 3, 0, 1, -1, 97, 14*
- COc1cc(C2C=C(Nc3ccccc3)C(=O)N2c2ccccc2)ccc1O (stereo not given)
→ -0.3, -26, 19, -5, -1, 0, 0, 3, 94, 1
- O=C(NNc1ccc(Cl)cc1)C1CCC1
→ -2.0, -9, 2, -4, -3, -18, 3, 0, 102, 2
- COc1ccc(Cl)cc1N1C(=NC(=O)C2CCCO2)SC2CS(=O)(=O)CC21 (stereo not given)
→ -0.1, 1, 0, 0, 1, 0, 0, 11, 105, 1
- CCOc1ccc2c(c1)OC(c1ccc(OC)cc1)(C(F)(F)F)NC2=O (stereo not given)
→ -1.8, -7, -2, 20, -3, 2, ?, -21, 94, -5
